Compound activity deposited in PubChem BioAssay by several laboratories.
RGS7-Gao: modulates binding of RGS7 to human Galphao; P09471; Multiplexed bead flow cytometry; actives lie on both sides; binding response (% of control), % at 10 µM; 0.35% of 220,000 active; in the data active = binding response below about 49% or above about 150%; inconclusive = no clear call, values can overlap the other calls; inactive = in between;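 note: fluorescent Galphao held in activated GDP-AlF4 state binding bead-coupled RGS7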
Mcl1-Noxa inh: disrupts binding of human Mcl-1 to Noxa peptide. Q07820. TR-FRET Mcl-1/Noxa peptide binding, 2 h. inhibition, % at 21.7 µM. 1.5% of 220,000 active;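 active = compounds that cut the protein-peptide binding signal by more than 50% relative to plate controls in a single-dose test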;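 note: His-tagged Mcl-1 with rhodamine Noxa BH3 peptide and terbium anti-His antibody; 0% = Mcl-1 plus Noxa peptide wells and 100% = peptide-only wells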
Mcl-1 Bim block: inhibitors of Bim-Mcl-1 interaction, human; Bead-based flow cytometry, Bim peptide-Mcl-1 binding; inhibition, % at 10 µM; Q07820; 0.1% of 190,000 active; in the data active = inhibition above about 40%;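 note: 0% = no compound tracer wells and 100% = peptide blocker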
ABCG2 block: inhibitors of human ABCG2 transporter, ABCB1 counter-screen; Q9UNQ0; IgMXP3 cells, JC-1 efflux, flow cytometry; inhibition, % at 6.6 µM; 0.1% of 190,000 active;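 active = inhibition above 80%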;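 note: 0% = DMSO and 100% = nicardipine control wells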
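Incubation: cells with compound and JC-1, 10 min at 25 °C, rotating, no wash / Test system: IgMXP3 (ABCG2) plus far-red-tagged CCRF-Adr (ABCB1) cells / Compound dosing: one concentration, 6.6 µM final / Also added: JC-1 fluorescent substrate / Evaluation: efflux inhibition in percent versus controls / Detection: flow cytometry, 530 nm JC-1 signal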
ABCB1 block: inhibitors of human ABCB1 transporter, ABCG2 counter-screen; P08183; CCRF-Adr cells, JC-1 efflux, flow cytometry; inhibition, % at 6.6 µM; 0.067% of 190,000 active; AID 1326; in the data active = inhibition above about 40%;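 note: 0% = vehicle and 100% = reference inhibitor; higher value means more JC-1 retained so stronger ABCB1 efflux block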
Target sequence (P08183 whole entry, looked up): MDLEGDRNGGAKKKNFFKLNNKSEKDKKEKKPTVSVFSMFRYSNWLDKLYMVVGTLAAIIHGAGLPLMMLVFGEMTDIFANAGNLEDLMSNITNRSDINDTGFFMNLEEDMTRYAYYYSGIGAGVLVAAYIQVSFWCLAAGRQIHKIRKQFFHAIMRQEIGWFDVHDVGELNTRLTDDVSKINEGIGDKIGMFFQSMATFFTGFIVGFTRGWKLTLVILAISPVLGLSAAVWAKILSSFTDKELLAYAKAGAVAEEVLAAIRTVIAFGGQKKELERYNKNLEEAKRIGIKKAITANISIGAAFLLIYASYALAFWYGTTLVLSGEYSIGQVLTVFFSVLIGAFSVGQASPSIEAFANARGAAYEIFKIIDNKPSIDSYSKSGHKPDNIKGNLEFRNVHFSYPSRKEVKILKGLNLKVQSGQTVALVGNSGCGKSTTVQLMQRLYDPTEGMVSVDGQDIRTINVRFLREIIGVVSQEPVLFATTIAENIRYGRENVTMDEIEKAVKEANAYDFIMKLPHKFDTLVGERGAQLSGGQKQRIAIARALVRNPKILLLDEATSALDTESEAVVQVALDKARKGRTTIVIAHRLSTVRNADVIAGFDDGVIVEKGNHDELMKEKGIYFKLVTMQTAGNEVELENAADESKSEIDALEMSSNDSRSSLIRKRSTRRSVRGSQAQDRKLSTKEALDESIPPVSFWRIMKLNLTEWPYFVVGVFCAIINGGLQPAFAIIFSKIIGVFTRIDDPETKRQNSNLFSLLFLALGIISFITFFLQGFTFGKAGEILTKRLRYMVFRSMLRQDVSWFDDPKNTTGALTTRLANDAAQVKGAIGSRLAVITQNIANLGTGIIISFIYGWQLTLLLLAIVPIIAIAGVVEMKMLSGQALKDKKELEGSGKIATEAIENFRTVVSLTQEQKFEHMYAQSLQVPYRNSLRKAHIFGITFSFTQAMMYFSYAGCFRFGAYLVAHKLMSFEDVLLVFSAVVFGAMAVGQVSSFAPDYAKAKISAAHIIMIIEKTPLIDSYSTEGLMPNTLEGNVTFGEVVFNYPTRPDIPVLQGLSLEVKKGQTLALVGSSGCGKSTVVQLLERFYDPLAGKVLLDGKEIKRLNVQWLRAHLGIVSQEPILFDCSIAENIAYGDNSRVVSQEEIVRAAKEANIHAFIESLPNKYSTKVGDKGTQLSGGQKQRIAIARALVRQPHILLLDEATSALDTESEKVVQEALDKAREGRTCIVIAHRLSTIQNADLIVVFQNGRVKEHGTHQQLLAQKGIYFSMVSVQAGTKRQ
Mcl1-Bid inh: Mcl-1/Bid interaction inhibition; AID 1021; Q07820; inhibition, % at 21.7 µM; TR-FRET Mcl-1/Bid-Dy647 peptide binding, 1536-well; 0.97% of 220,000 active;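 active = compounds that cut the binding signal by more than half at the single screening dose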;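 note: His-tagged Mcl-1 with europium anti-His antibody binding Bid BH3 peptide; 0% = Mcl-1 plus peptide wells and 100% = peptide-only wells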
RGS4-Gao reg: human RGS4-Galphao interaction regulation. P09471. Multiplexed bead flow cytometry, RGS4-Galphao binding; actives lie on both sides. binding response (% of control), % at 10 µM. 0.33% of 220,000 active. AID 1415; in the data active = binding response below about 49% or above about 150%; inactive = in between;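 note: fluorescent Galphao activated with aluminum fluoride binding bead-coupled RGS4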
Pf gametocyte: inhibitors of late stage P. falciparum gametocyte viability | P. falciparum stage V gametocytes, ATP luminescence, 24 h | inhibition, % at 10.9 µM | 0.065% of 150,000 active | AID 743093;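 active = inhibition above the mean plus 3 SD of compounds within the control limits, set per campaign, cut at about 38% in these data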;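 note: 0% = DMSO wells and 100% = medium only without gametocytes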
GSH bead fluor: GSH bead compound fluorescence profile; GSH beads flow cytometry, compound fluorescence 488/530 nm; active compounds read high; fluorescence (KMESF) at 10 µM; 0.25% of 190,000 active; AID 1776; in the data active = fluorescence above about 89;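 note: glutathione beads carrying GST-tagged Bcl family fusion proteins plus one bare bead set; values are compound well signal with DMSO vehicle wells as background; inactives centre near 16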
Avidin fluor: compound fluoresces at 488/530 nm on avidin beads | compound fluorescence 488/530 nm, flow cytometry; active compounds read high | fluorescence (KMESF) at 10 µM | 0.38% of 220,000 active | AID 1775; in the data active = fluorescence above about 47; note: inactives centre near 10
RGS8-Gao: regulators of human RGS8-Galphao interaction; P09471; multiplexed bead flow cytometry, RGS8-Galphao binding; actives lie on both sides; response (percent of control binding), % at 10 µM; 0.34% of 220,000 active; AID 1423; in the data active = response below about 60% or above about 140%; inactive = in between;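 note: Galphao activated as the GDP aluminium fluoride complex binding bead-coupled RGS8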
Active calls of the source: *; ? = inconclusive; . = not tested or not shown; [ ] = remark or other dose.

SMILES	RGS7-Gao	Mcl1-Noxa inh	Mcl-1 Bim block	ABCG2 block	ABCB1 block	Mcl1-Bid inh	RGS4-Gao reg	Pf gametocyte	GSH bead fluor	Avidin fluor	RGS8-Gao
CC1CCN(S(=O)(=O)c2ccc(Oc3ccc([N+](=O)[O-])cc3)cc2)CC1	101	7	-1	5	0.9	-6	101	.	15	35	101
O=[N+]([O-])c1cccc(CNCc2ccccc2)c1	102	25	-3	15	0.1	6	98	-6	8	17	102
O=C(NNS(=O)(=O)c1ccccc1)c1cccnc1	?	8	.	.	.	-8	99	-13	.	3	100
Cc1ccc(NCC(O)C(O)C(O)CO)cc1C (stereo not given)	97	8	-1	0	0.1	-66	100	34	25	17	101
CC(=O)OCCCCON1C(=O)c2ccccc2C1=O	98	-3	6	-6	-8.4	-41	93	.	10	6	94
O=C(NNC1CC(=O)N(c2ccc(Br)cc2)C1=O)c1cccs1 (stereo not given)	?	0	.	.	.	-45	96	4	.	7	99
CC(C)(C)c1csc(NC(=O)Cn2c(=O)oc3ccccc32)n1	102	6	-1	3	0.9	-9	102	-5	15	12	105
O=c1c(Cc2ccccc2)c(O)ccn1CCc1cnc[nH]1	102	12	35	0	0.4	-33	99	20	24	8	99
O=C(Nc1ccc(C2CC2(Cl)Cl)cc1)c1ccccc1Br (stereo not given)	107	10	-5	7	1.2	-1	104	-5	9	13	104
COc1ccc(NC(=O)CCSc2ccc(C)cc2)cc1S(=O)(=O)Nc1ccccc1Cl	104	25	-9	5	0.5	0	102	-10	11	12	100
CCOC(=O)c1sc(=NC(=O)c2cc(OC)c(OC)c(OC)c2)n(C)c1C	99	3	4	17	1.6	-15	96	.	24	9	98
O=C(c1ccc2snnc2c1)N1CCN(c2ccccn2)CC1	98	-14	0	12	0.6	-1	99	.	29	21	99
O=C(Nc1ccccc1C(=O)N/N=C/c1ccc(F)cc1)c1ccccc1Br	100	-23	-5	0	0.3	1	99	.	20	38	102
Cc1nc(S(=O)(=O)N2CCOCC2)c(C#N)c(C)c1Cl	102	10	0	16	1.5	-25	98	-4	15	8	99
Cc1cc(=O)[nH]c(/N=C(\N)Nc2ccc(Oc3ccccc3)cc2)n1	?	-5	.	.	.	-22	103	20	.	8	101
COc1ccc(-c2cn3c(C)c(C(=O)Nc4cccc(C)n4)sc3n2)cc1	181*[activator]	34	0	2	-0.1	-25	110	.	22	198*	97
O=[N+]([O-])c1ccccc1S(=O)(=O)NCCc1ccncc1	98	-1	0	-1	-0.1	-9	99	.	12	5	101
CCOc1cc(C(c2c(C)[nH][nH]c2=O)c2c(C)[nH][nH]c2=O)ccc1OS(=O)(=O)c1ccccc1	90	-71	-6	-2	-0.1	-70	86	.	52	11	98
COc1ccc(NC(=O)c2nn(C)cc2[N+](=O)[O-])cc1	?	-6	.	.	.	-13	101	-2	.	6	101
Cc1cc(=O)n2[nH]c(-c3ccc(F)cc3)nc2n1	106	5	-3	0	-0.1	-12	104	.	31	16	98
COC(=O)CN1C(c2ccc(Cl)cc2)=Nc2ccc(Cl)cc2C1c1ccccc1 (stereo not given)	101	14	-4	4	1.8	6	102	.	16	23	105
Cc1cc(N2CCN(c3ccccc3)CC2)nc(-n2nc(C)cc2C)n1	100	12	-3	25	1.6	-4	101	-15	26	14	99
NS(=O)(=O)c1ccc(CCNC(=S)Nc2ccccc2)cc1	101	10	19	1	-0.1	-40	101	.	15	4	91
Cc1ccc2c(CC(=O)N3CCN(S(=O)(=O)c4cccs4)CC3)coc2c1	97	16	-2	2	0.7	-15	96	-2	11	9	99
CCOC(=O)c1ccc2c(c1)NCc1cccc(OC)c1O2	?	6	.	.	.	-19	134	.	.	5	131

Other compounds follow.
SMILES	RGS7-Gao	Mcl1-Noxa inh	Mcl-1 Bim block	ABCG2 block	ABCB1 block	Mcl1-Bid inh	RGS4-Gao reg	Pf gametocyte	GSH bead fluor	Avidin fluor	RGS8-Gao
Cc1ccc(NC(=O)C2CC(=O)N/C(=N/N=C/c3ccco3)S2)cc1C (stereo not given)	102	11	-7	-4	-0.4	-4	101	.	11	11	104
COc1cc(/C=N/Nc2ccc([N+](=O)[O-])cc2S(=O)(=O)N2CCOCC2)cc(OC)c1OC	105	3	0	11	1.8	-2	106	2	9	6	104
CCOC(=O)c1cnc2ccc(OCC)cc2c1N1CCN(c2ccccc2OC)CC1	94	-4	-1	8	3.4	-13	95	.	28	9	98
COC(=O)c1c(-c2cccs2)csc1NC(=O)CN1CCOCC1	101	-7	2	1	0.3	-32	97	.	8	10	100
CC(=O)N(CCC(Cc1ccccc1)c1ccc2c(c1)OCO2)Cc1ccccc1F (stereo not given)	101	19	-6	18	4.7	-13	98	5	33	13	101
COc1cccc(C2CC(=O)N3CN(c4ccccc4F)CSC3=C2C#N)c1 (stereo not given)	107	10	-6	-4	-1.1	-11	102	.	24	6	82
COc1cccc(NC(=O)CSc2ncnc3c2cnn3Cc2ccccc2)c1	96	-2	0	10	1.6	13	102	-15	33	12	101
O=[N+]([O-])c1cccc(C(=S)N2CCN(c3ccccc3F)CC2)c1	101	13	-1	1	-0.1	-28	105	8	13	7	98
O=C(NCc1ccccc1)c1ccc(N2C(=O)C3CCCCC3C2=O)cc1 (stereo not given)	89	0	-1	10	2.5	-4	89	-2	11	13	103
Cn1c(=O)[nH]c(=O)c2c1nc(Br)n2CCOc1ccccc1	94	-48	0	0	-2.4	-4	95	6	21	13	98
C[C@@H]1CN(Cc2nc(-c3ccc(Cl)cc3)no2)C[C@H](C)O1	98	-11	0	3	0.4	-12	97	6	11	8	97
Cc1ccc(NC(=O)CCC(C(=O)O)N2C(=O)c3ccccc3C2=O)cc1 (stereo not given)	96	1	-3	0	0.1	0	97	.	21	8	98
COC(=O)C1=NNC2(c3ccc(Cl)cc3)C(=O)N(c3ccc(Cl)cc3)C(=O)C12 (stereo not given)	103	19	-2	28	0.6	1	98	18	13	12	100
CSc1nc2nc3c(c(=O)n2[nH]1)CN(Cc1ccccc1)CC3	98	15	1	12	1.9	-57	103	-29	21	8	99
O=C(Nc1ccccc1)c1ccc(NCc2cccnc2)c(S(=O)(=O)N2CCOCC2)c1	103	.	-8	9	1.0	-15	100	.	32	12	101
C=CCNC(=O)COc1ccc(S(=O)(=O)Nc2ccc(OCC)cc2)cc1	97	13	-6	18	-0.1	-38	103	-17	8	17	102
N#CCCn1cc(/C=N/NC(=O)c2ccncc2)c(-c2ccc(F)cc2)n1	103	-8	-1	34	1.4	-47	105	13	14	16	113
CCCCn1c(N)c(NCc2ccccc2)c(=O)[nH]c1=O	94	0	-9	9	1.0	-29	92	.	26	9	97
O=S(=O)(c1ccc2c(c1)nc(COc1ccc(Cl)cc1)n2CC1CCCO1)N1CCOCC1 (stereo not given)	102	-5	-1	4	2.2	-9	101	6	20	14	100
N#C/C(=C\c1ccc(OCC(N)=O)cc1)c1ccccc1	108	16	-6	34	0.6	3	110	-6	10	17	108
Cc1cc(N2CCCC2)c(F)cc1/C=C\[N+](=O)[O-]	?	0	-1	7	1.1	-18	94	12	27	13	92
CCOC1=NN(c2ncc(C(F)(F)F)cc2Cl)C(=O)C1	104	-8	-1	3	0.4	-14	108	.	13	11	101
Cc1ccccc1Nc1nc(N)nc(CSc2n[nH]c(N)n2)n1	?	-9	.	.	.	-8	107	-7	.	6	100
Cc1ccc(C)c(/C(O)=C2\C(=O)C(=O)N(CCCN3CCOCC3)C2c2cccnc2)c1 (stereo not given)	100	-6	5	1	0.3	-47	100	.	9	6	100
N#CC1(C#N)COC23CCCCC2C1(C#N)C(=N)O3 (stereo not given)	98	12	0	1	0.3	-32	95	30	16	31	100

Carrying on:
SMILES	RGS7-Gao	Mcl1-Noxa inh	Mcl-1 Bim block	ABCG2 block	ABCB1 block	Mcl1-Bid inh	RGS4-Gao reg	Pf gametocyte	GSH bead fluor	Avidin fluor	RGS8-Gao
CC(=O)N(c1nc(CCl)cs1)c1cccc(C)c1C	101	0	-1	1	0.3	-22	101	1	23	13	99
COC(=O)c1c(NC(=O)C2CC2)sc2c1CCN(C(C)=O)C2	92	13	0	-1	-2.5	-13	96	.	28	8	96
Cc1cccc(C(CC(=O)O)NC(=O)C(F)(F)F)c1 (stereo not given)	?	-8	0	0	-0.3	-9	104	6	16	9	107
O=C1NC(=O)c2cc(Br)cc3cccc1c23	?	22	0	4	-0.1	-21	94	-19	10	8	97
CCCCCCn1c(CN2CCN(CCO)CC2)nc2c1c(=O)n(C)c(=O)n2C	96	1	-3	3	0.5	-7	100	.	15	26	107
O=C(NC1CC1)C1C2C3C4CC5C3C5C4C12 (stereo not given)	101	-3	-1	0	0.0	-7	102	.	27	17	104
O=C(CCC(=O)Nc1ccc(Cl)cc1Cl)N/N=C/c1ccc([N+](=O)[O-])o1	?	7	2	10	0.6	-60	101	-3	15	9	103
CCOC(=O)Cc1csc(NC(=O)/C=C\c2ccccc2)n1	104	13	0	0	0.0	-16	106	0	18	13	100
COC(=O)C(/C=N/OCc1ccc([N+](=O)[O-])cc1)NC(=O)c1cccc(Cl)c1 (stereo not given)	104	10	-5	1	0.2	-11	107	.	24	13	106
Cc1cc(C(=O)N/N=C/c2ccc([N+](=O)[O-])o2)c(C)o1	?	15	.	.	.	-20	106	16	.	7	100
COc1ccc(/C=C/C(=O)NC(=S)N2CCN(C)CC2)cc1	104	-13	-2	0	0.1	-28	105	-2	14	10	108
Cc1ccc(OCc2n[nH]c(=S)n2N)cc1C	105	7	-1	0	0.2	-25	99	8	12	13	100
COc1ccc(/C=C/C(=O)OCc2csc(-c3ccccc3)n2)cc1OC	93	4	-4	6	0.8	-2	93	-11	10	7	83
COc1ccccc1NC(=O)CSc1nc(O)c(Cc2ccccc2)c(=O)[nH]1	100	6	-4	0	0.1	-37	103	-25	19	35	101
COc1ccc2nc(-c3ccccc3)[nH]c2c1	100	17	0	3	0.3	4	101	6	13	10	102
Cc1cc(-c2nnc(-c3cccc(C(F)(F)F)c3)o2)no1	?	12	.	.	.	-3	106	23	.	7	101
O=[N+]([O-])c1ccc(C2Oc3ccccc3C3CC(c4ccccc4)=NN32)s1 (stereo not given)	98	18	-2	2	0.1	-21	99	.	8	16	100
Cc1cc2c(ncn2Cc2ccccc2)c([N+](=O)[O-])c1C	100	-9	-2	6	0.7	-5	101	12	12	19	102
CCOc1ccc(Cn2nnc(C(=O)Nc3cc(C)cc(C)c3)c2N)cc1	102	9	0	4	1.4	-3	99	.	25	7	100
CC(C)n1c(SC2C(=O)CC(C)(C)CC2=O)nc2c1c(=O)n(C)c(=O)n2C	101	20	1	0	-0.3	-49	96	.	19	3	100

Outcome played no part in choosing rows. About 3.3% of those tested had a hit in this group.
